miR122 inh = inhibitors of miR-122 in Huh7 cells; activation (reporter increase), % at 12.5 µM; AID 602342; 340,000 tested, 0.3% active; Huh7 miR-122 Renilla luciferase sensor, 48 h; neutral wells = 0, positive control = 100;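 active = mean replicate activation score at least 90 and every replicate individually at or above 90; inconclusive = only one of the two criteria met; inactive = neither criterion met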;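 note: higher luciferase means less miR-122 activity so hits act as miR-122 inhibitors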
FN deposition inh = fibronectin deposition inhibition; AH1F fibroblasts, Alexa488-fibronectin deposition fluorescence, overnight; 350,000 tested, 0.086% active; inhibition, % at 12.6 µM; AID 743247;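 active = mean inhibition across replicates of 30% or more, regardless of how many single replicates reach that level; inconclusive = mean under 30% yet at least half of replicates reach 30%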;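 note: positive control wells lacked labelled fibronectin entirely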
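Assay system: AH1F fibroblast monolayer, labelled fibronectin deposition. Amount: 10000 cells per well. Also added: labelled fibronectin 24 nM. Compound: single-point pinned compound. Incubation: cell attachment 1 h, compound and FN exposure overnight. Detection: fluorescence after three HBSS washes, excitation 485 nm, emission 525 nm. Read-out: inhibition of fibronectin deposition signal.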
CFTR F508del cor = CFTR F508del correction in bronchial cells; AID 720511; 350,000 tested, 0.36% active; activity (quench increase), % at 7.58 µM; CFBE cells, YFP halide quenching; stimulated with forskolin plus potentiator P3; % fluorescence drop versus neutral controls;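 active = mean added fluorescence quench of at least 8% versus neutral control, with both replicates also reaching 8%; inconclusive = only one of the mean or replicate conditions met; inactive = mean below 8% and not both replicates reaching 8%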;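 note: cells transiently co-express mutant CFTR-F508del with the halide-sensitive YFP; corrector assay measuring rescue of mutant channel to the surface after 24 h compound exposure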
INS-1E GSIS act = GLuc luminescence reporter in INS-1E cells, primary screen for activators of glucose-dependent secretion of insulin; INS-1E GLuc reporter insulin secretion, 2-3 h; activation, % at 16.6 µM; 370,000 tested, 0.61% active; AID 743287;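 active = lowest replicate activation of at least 40%, so every replicate reaches that level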;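 note: 0% = median of neutral control wells and 100% = median of IBMX positive control wells; some compounds called inactive have numbers as strong as hits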
PAX8 reporter = inhibitors of PAX8 transcriptional activity in RMG-I cells; RMG-I TPO-luciferase reporter, SteadyGlo, 24 h; inhibition, % at 12.6 µM; 360,000 tested, 1.2% active;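 active = mean replicate inhibition at least 60% with every replicate also reaching 60%; inconclusive = only one of the two criteria is met; inactive = mean below 60% and not all replicates reaching 60%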;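 note: luciferase light reporting Pax8 driven TPO promoter activity; plate controls were median of neutral control wells for no effect and mitoxantrone controls for full effect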
DENV2 CPE = DENV2-induced cell death inhibition; DENV2-infected cells, cytopathic effect rescue, plate reader; CPE inhibition, % at 9.99 µM; 350,000 tested, 1.7% active; in the data active = CPE inhibition above about 20%, passing the limit was not always enough; inconclusive = no clear call, values can overlap the other calls; tested in BHK-21 cells;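 note: 0% = median of neutral control wells and 100% = median of positive control wells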
EWS-Fli inh = EWS/Fli transcriptional activity inhibition | A673 NR0B1-luciferase reporter, viability-normalised | inhibition, % at 12.6 µM | 350,000 tested, 0.67% active | AID 651661;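 active = mean inhibition of at least 50% after viability correction, with every replicate also passing that limit; inconclusive = mean reaches 50% but only one of two replicates passes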;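 note: firefly luciferase signal divided by Alamar Blue viability fluorescence both relative to DMSO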
Active calls of the source: *; ? = inconclusive; . = not tested or not shown; [ ] = remark or other dose.

Sample of the layout (2 entries):
SMILES	miR122 inh	FN deposition inh	CFTR F508del cor	INS-1E GSIS act	PAX8 reporter	DENV2 CPE	EWS-Fli inh
Cc1ccc(C(=O)COC(=O)c2cnccn2)cc1	-3	4	.	.	12	.	.
Cc1ccc(S(=O)(=O)N[C@H]2C=C[C@H](CC(=O)N3CCN(c4ccccc4)CC3)O[C@H]2CO)cc1	.	5	-2.5	5	1	-3	2

This part in full, repeating the preview:
SMILES	miR122 inh	FN deposition inh	CFTR F508del cor	INS-1E GSIS act	PAX8 reporter	DENV2 CPE	EWS-Fli inh
Cc1ccc(C(=O)COC(=O)c2cnccn2)cc1	-3	4	.	.	12	.	.
Cc1ccc(S(=O)(=O)N[C@H]2C=C[C@H](CC(=O)N3CCN(c4ccccc4)CC3)O[C@H]2CO)cc1	.	5	-2.5	5	1	-3	2
O=C(CN1C(=O)NC2(CCCCC2)C1=O)NCc1ccc2c(c1)OCO2	-13	.	0.8	4	-11	-5	-2
C[C@@H]1CN([C@@H](C)CO)S(=O)(=O)c2ccc(/C=C/c3ccccc3)cc2O[C@@H]1CN(C)Cc1cncnc1	-3[16.7 µM]	.	-1.3	-21	-1	9	-3
O=C(Nc1ccc2c(c1)OCCO2)C(CCc1ccccc1)N1CCN(c2ccc(F)cc2)CC1 (stereo not given)	5	0	-1.6	-5	6	9	2
Cc1ccc(NC(=O)Cc2ccc(Cl)c(Cl)c2)cc1S(=O)(=O)N(C)C	3	-46	.	-26	-6	.	.
Cc1ccc(S(=O)(=O)N[C@H]2CC[C@@H](CC(=O)NCCN3CCCCC3)O[C@H]2CO)cc1	.	-4	-0.3	21	-2	3	-4
CC(C)NC(=O)N[C@H]1C=C[C@@H](CC(=O)NC2Cc3ccccc3C2)O[C@H]1CO	.	0	2.7	0	.	0	.
Cc1cccc(C(=O)OC(C)C(=O)NCC2CCCCC2)c1O (stereo not given)	-6	4	0.2	12	-2	7	5
COc1ccc(S(=O)(=O)N(C)C[C@@H]2Oc3ccc(NS(=O)(=O)c4c(C)noc4C)cc3CC(=O)N([C@@H](C)CO)C[C@H]2C)cc1	-9[16.7 µM]	.	1.4	12	6	0	0
CN1C(=O)c2cc(NC(=O)Nc3ccc(Cl)cc3)ccc2OC[C@H]2O[C@@H](CC(=O)O)CC[C@@H]21	-2[16.7 µM]	2	-0.6	17	2	5	-1
C[C@H]1CN([C@@H](C)CO)S(=O)(=O)c2ccc(C#CCC3CCCC3)cc2O[C@@H]1CN(C)C	-27[16.7 µM]	0	-2.4	-12	.	0	46
Cc1cc(N2CCN(C)CC2)nc2ccc(NC(=S)N3CCN(c4cccc(Cl)c4)CC3)cc12	4	2	-9.2	9	11	18	13
O=C(O)CC(c1cccc([N+](=O)[O-])c1)N1Cc2ccccc2C1=O (stereo not given)	.	10	-2.4	0	0	-1	1
Cc1occc1C(=O)NNC(=O)c1ccccc1Br	-6	2	.	.	4	3	-4
Cc1ccc(N(CC(=O)N/N=C/c2ccc(OCC(N)=O)cc2)S(C)(=O)=O)cc1Cl	.	2	2.4	13	18	.	2
COCc1cn([C@H]2C[C@@H]3O[C@@H](CO)CC[C@@H]3O[C@@H]2CCc2ccc(-c3ccc(OC)cc3)cc2)nn1	.	.	0.6	.	17	13	5
CCC(=O)N1C[C@H](C)[C@H](OC)CN(C)C(=O)c2cc(NC(=O)C3CCOCC3)ccc2OC[C@@H]1C	.	-10	-0.1	9	-53	-11	-3
CCOP(=O)(OCC)C(NC(=O)c1ccc(OC)c(OC)c1)c1ccccc1 (stereo not given)	.	6	-1.1	8	-3	4	-3
CC(C)NC(=O)Nc1ccc2c(c1)C(=O)N([C@@H](C)CO)C[C@@H](C)[C@H](CN(C)Cc1ccc(C(=O)O)cc1)OCCCC[C@H](C)O2	7[16.7 µM]	-11	0.7	7	1	5	-5

An excerpt from above in order of the miR122 inh value, ascending:
Molecule	miR122 inh
O=C(CN1C(=O)NC2(CCCCC2)C1=O)NCc1ccc2c(c1)OCO2	-13
Cc1cccc(C(=O)OC(C)C(=O)NCC2CCCCC2)c1O (stereo not given)	-6
Cc1ccc(NC(=O)Cc2ccc(Cl)c(Cl)c2)cc1S(=O)(=O)N(C)C	3

(further entries)
SMILES	miR122 inh	FN deposition inh	CFTR F508del cor	INS-1E GSIS act	PAX8 reporter	DENV2 CPE	EWS-Fli inh
COc1cccc(CNC(=O)CN2C(=O)CC(c3ccccc3)=Nc3ccccc32)c1	-2	11	2.7	-16	25	.	2
C[C@H]1CN([C@@H](C)CO)C(=O)Cc2cc(NC(=O)Nc3cccc4ccccc34)ccc2O[C@@H]1CN(C)Cc1ccc(Oc2ccccc2)cc1	2[16.7 µM]	.	0.9	4	25	13	-5
COc1cc(C(=O)NC(=S)NNC(=O)c2ccc3c(c2)OCO3)cc(OC)c1OC	-1	-9	6.7	-5	-1	-3	21
COc1ccccc1NS(=O)(=O)c1ccc(N/N=C/C=C/c2ccccc2[N+](=O)[O-])c([N+](=O)[O-])c1	.	8	.	1	3	-3	6
O=C(NCCc1ccccc1F)C1CCCN1S(=O)(=O)c1ccccc1 (stereo not given)	.	.	-2.0	14	.	.	-3
CC(C)NS(=O)(=O)c1ccc(NC(=O)C(C)Oc2ccc(C(=O)c3ccccc3)cc2)cc1 (stereo not given)	.	-3	.	.	0	-9	13
Cc1c(Cl)cnn1CC(=O)NC1C(=O)N2C(C(=O)O)=C(CSc3nnnn3C)CSC12 (stereo not given)	.	-5	-0.1	-17	-6	8	15
O=C(Nc1ccc(F)cc1)N1CCCCN2[C@H](CO)[C@H](c3ccc(C#CC4CC4)cc3)[C@H]2C1	4[16.7 µM]	.	5.2	-23	26	-23	10
O=C(NCCCN1CCOCC1)C(=O)N/N=C/c1c(Cl)cccc1Cl	.	-3	.	5	-6	-4	4
COC(=O)c1c(SCC(=O)NC2CCCCC2)[nH]c2ccccc2c1=O	-3	1	1.7	-10	7	-2	-6
C[C@@H]1CN([C@@H](C)CO)C(=O)c2cc(NC(=O)C3CCCCC3)ccc2O[C@@H]1CN(C)Cc1ccc(Cl)c(Cl)c1	27[16.7 µM]	.	-2.0	-12	.	-5	27
Cc1cccc(C)c1-n1nnnc1C1(C)CCC(=O)N1CCc1ccccc1F (stereo not given)	.	7	-1.8	-20	3	4	-6
O=C(C1CCN(S(=O)(=O)c2ccc(Br)s2)CC1)N1CCCCC1	.	-7	-2.4	-14	15	1	17
COc1ccc(C2c3c(oc4ccccc4c3=O)C(=O)N2CCN2CCOCC2)cc1OC (stereo not given)	30	-1	-0.9	5	14	?	1
Cc1ccc(-c2ccc([C@H]3[C@H](CO)N4C(=O)CN(C(=O)Nc5cccc(F)c5)C[C@@H]34)cc2)cc1	.	.	1.7	-14	.	-5	12
Cc1cccn2c(=O)nc(SCC(=O)N3CCN(c4ccccc4)CC3)nc12	-6	-10	-1.0	-8	15	2	-6
CCCNC(=O)N[C@H]1CC[C@@H](CC(=O)NC2CCCCC2)O[C@@H]1CO	.	2	1.0	-4	-11	6	0
O=S(=O)(c1ccc(SCc2ccc(Cl)cc2)nc1)N1CCCC1	-4	-2	1.6	2	12	9	7
O=C(C[C@H]1C[C@H]2c3cc(NC(=O)NC4CCCCC4)ccc3O[C@H]2[C@@H](CO)O1)NCC(F)(F)F	5[16.7 µM]	.	-4.1	12	-8	4	-2
COc1ccccc1NC(=O)c1cc2c(CO)cnc(C)c2oc1=Nc1ccc(OC)c(OC)c1	-3	10	-0.6	-18	15	-4	16

Gathered by group, those above with an aryl thioether with sulfur outside any ring (4)
SMILES	miR122 inh	FN deposition inh	CFTR F508del cor	INS-1E GSIS act	PAX8 reporter	DENV2 CPE	EWS-Fli inh
Cc1c(Cl)cnn1CC(=O)NC1C(=O)N2C(C(=O)O)=C(CSc3nnnn3C)CSC12 (stereo not given)	.	-5	-0.1	-17	-6	8	15
COC(=O)c1c(SCC(=O)NC2CCCCC2)[nH]c2ccccc2c1=O	-3	1	1.7	-10	7	-2	-6
Cc1cccn2c(=O)nc(SCC(=O)N3CCN(c4ccccc4)CC3)nc12	-6	-10	-1.0	-8	15	2	-6
O=S(=O)(c1ccc(SCc2ccc(Cl)cc2)nc1)N1CCCC1	-4	-2	1.6	2	12	9	7

(next part)
SMILES	miR122 inh	FN deposition inh	CFTR F508del cor	INS-1E GSIS act	PAX8 reporter	DENV2 CPE	EWS-Fli inh
Cc1ccc(NC(=O)c2nnn(CC(=O)Nc3ccc4c(c3)OCO4)c2N)cc1C	.	4	1.5	2	-22	-6	.
CC(Sc1nc(N)cc(=O)[nH]1)C(=O)Nc1sc2c(c1C#N)CCCC2 (stereo not given)	.	-8	1.0	1	5	10	17
COc1ccc(NC(C)=O)cc1NC(=O)C1CCCN1C(=O)c1cccs1 (stereo not given)	.	.	-8.5	0	-9	-3	-9
COc1cc(C(=O)NCC(=O)N/N=C/c2cccnc2)cc(OC)c1OC	2	-1	2.2	2	8	-3	-1
CCOC(=O)c1c(C)[nH]c(C(=O)OCC(=O)Nc2sc(C(=O)N(C)C)c(C)c2C(=O)OCC)c1C	.	-9	2.4	-2	4	0	1
Cc1ccc(C(=O)CC(=O)c2ccccc2C)c(O)c1	8	12	-6.8	-21	-48	-5	6
COc1ccc(CN(C(=O)c2snc(C(N)=O)c2N)C(C(=O)NC2CCCC2)c2ccc(OC)cc2)cc1 (stereo not given)	-2	-2	0.1	-12	20	?	16
CCC/C=C/c1ccc(CN2C(C(C)C)C(=O)N(Cc3cn(CCC4OCCCO4)nn3)CCS2(=O)=O)cc1 (stereo not given)	-1	9	-2.5	-42	10	7	1
COc1ccccc1CC(=O)Nc1cccc(S(=O)(=O)N2CCOCC2)c1	.	-2	0.1	4	9	-6	-6
CCOc1ccc(C(=O)CCC(=O)Nc2ccc(C)cn2)cc1	.	10	-0.5	10	-7	2	-7

Only EWS-Fli inh, PAX8 reporter and CFTR F508del cor, for some of the entries so far:
molecule,EWS-Fli inh,PAX8 reporter,CFTR F508del cor
CCOC(=O)c1c(C)[nH]c(C(=O)OCC(=O)Nc2sc(C(=O)N(C)C)c(C)c2C(=O)OCC)c1C,1,4,2.4
Cc1ccc(C(=O)CC(=O)c2ccccc2C)c(O)c1,6,-48,-6.8
COc1ccc(CN(C(=O)c2snc(C(N)=O)c2N)C(C(=O)NC2CCCC2)c2ccc(OC)cc2)cc1 (stereo not given),16,20,0.1
